High-throughput results (PubChem BioAssay)
S2 tox – Viability Counterscreen for Primary qHTS for Inhibitors of ATXN expression | S2 cells (HEK-293 line with an ATXN2-luciferase reporter) viability, CellTiter-Fluor protease fluorescence, 24 h | Potency, µM (series often up to 56.7 µM), actives largely listed as cytotoxic | 400,000 compounds, 0.49% hits; further: potency means the concentration at half of the fitted maximal effect; nearly all actives have a fitted effect of over 40% in size
A549 viability – Nrf2 qHTS screen for inhibitors: counterscreen for cytotoxicity; A549 ARE-Fluc cells, CellTiter-Fluor viability, 18-24 h; Potency, µM (series often up to 46 µM), for inactives: at the top dose activity change, negative = cytotoxicity, hits mostly inhibitors; 390,000 compounds, 0.16% hits; further: potency means the concentration at half of the fitted maximal effect; on the % scale 0 is the no-effect control and ±100 the full control effect
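A549 ARE_Fluc cells in 5% FBS OPTI-MEM were exposed to compounds in concentration-response for 18-24 h at 37 deg C. Viability was read by CellTiter-Fluor fluorescence (Ex 405/Em 525) after 30 min, before the luciferase read.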
Mm-Cpn inhibitor – Inhibitors of TCP-1 ring complex (TRiC) of Methanococcus maripaludis (MmCpn): qHTS; purified Mm-Cpn ATPase, ADP Transcreener TR-FRET; Potency, µM (highest dose often 76.9 µM), for the others: top-dose activity, negative = inhibition, actives largely listed as inhibitors; 330,000 compounds, 0.031% hits; AID 504842, 2011; further: potency means the concentration at half of the fitted maximal effect; on the % scale 0 is the no-effect control and ±100 the full control effect; nearly all actives have a fitted effect of over 80% in size
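Reaction buffer contained 30 mM Tris pH 7.4, 100 mM KCl, 5 mM MgCl2 and 1 mM DTT. Mm-CPN (25 nM final) hydrolysed 10 uM ATP over 30 min at 37°C; ADP was read by HTRF.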
Nrf2 ARE act – qHTS of Nrf2 Activators | 410,000 compounds, 0.31% hits | Potency, µM (top dose mostly 46.1 µM), inactives show at the highest dose activation, usual class: activators | AID 624171, 2012 | AREc32 ARE-luciferase reporter (MCF7-derived line), luminescence, 24 h; further: potency means the concentration at half of the fitted maximal effect; % of control where 0% means no effect; nearly all actives have a fitted effect of over 65% in size
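Each well held 1000 AREc32 cells, which were incubated with compound for 24 hr at 37 deg C after overnight attachment, and ARE reporter activity was quantified by firefly luciferase luminescence.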
pAkt inh – HTS Assay for Inhibitors of Akt Phophorylation: Primary Screen; 360,000 compounds, 0.32% hits; Neuro2A IGF-stimulated pAkt S473 HTRF, 20 min; stronger effect = lower value; activity change, % for hits at 50 µM; AID 651550, 2012; in the data active means activity change below about -80%; inconclusive means mostly about -51% to -80%; further: on the % scale 0 is the no-effect control and ±100 the full control effect
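Neuro2A cells (4,500/well, DMEM with 0.5% FBS) were treated with compound at a single 50 µM final concentration, stimulated with 6 nM IGF for 20 min at 37 °C, and lysed. Phospho-Akt Ser473 was read by HTRF as 665/615 ratio ×10^4.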
HepG2 tox – qHTS for Inhibitors of TGF-b: Cytotox Counterscreen | Potency, µM (series often up to 46.1 µM), inactives show at the highest dose activity change, negative = cytotoxicity, hits mostly cytotoxic | HepG2 CAGA-GFP viability, ATP luminescence, 18 h | 410,000 compounds, 0.76% hits | AID 588856, 2011; further: potency means the concentration at half of the fitted maximal effect; some results filed as inactive show a strong effect at the top dose
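HepG2 CAGA-GFP cells (1000/well, DMEM with 1% FBS) received compound, then TGF-beta at 500 pg/mL final, and were incubated 18 hours at 37 degrees C. Viability was read by CellTiter-Glo luminescence. Media-only wells were set as complete cell-killing and DMSO as no toxicity.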
CCT chaperon mod – High-Throughput Screening for Modulators of Cytosolic Chaperonin Activity | AID 651819, 2012 | purified chaperonin ATPase assay, HTRF ADP detection, 30 min | 360,000 compounds, 0.3% hits | activity change, % (concentration not given with the values), hits read low; in the data active means activity change below about -30%; further: on the % scale 0 is the no-effect control and ±100 the full control effect
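Enzyme 40 or 20 nM (batch-dependent) in Tris pH 7.4/KCl/MgCl2/DTT; cpd 76 uM single point; ATP 10 uM; 30 min 37 °C; Transcreener ADP HTRF detection, 30 min RT; ratio 665/615.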
TGFb SMAD3 inh – qHTS for Inhibitors of TGF-b | HepG2 CAGA-GFP TGF-b/SMAD3 reporter, GFP fluorescence, 18 h; TGF-beta stimulated, 500 pg/mL final | Potency, µM (top dose mostly 46.1 µM), without a hit: at the highest dose activity, negative = inhibition, hits mostly inhibitors | 410,000 compounds, 1.2% hits | AID 588855, 2011; further: potency means the concentration at half of the fitted maximal effect; on the % scale 0 is the no-effect control and ±100 the full control effect; nearly all actives have a fitted effect of over 65% in size
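GFP signal (ex488/em500-530) from TGF-beta-stimulated HEPG2 CAGA-GFP cells, 500 pg/mL final, 18 h at 37 degrees C in DMEM plus 1% FBS, normalized to unstimulated and DMSO-stimulated controls.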
Nrf2 inh – Nrf2 qHTS screen for inhibitors | AID 504444, 2011 | Potency, µM (highest dose often 46 µM), inactives show at the top dose activity change, negative = inhibition, hits mostly inhibitors | A549 ARE-Fluc reporter, luciferase luminescence, 18-24 h | 360,000 compounds, 2.1% hits; further: potency means the concentration at half of the fitted maximal effect; on the % scale 0 is the no-effect control and ±100 the full control effect; nearly all actives have a fitted effect of over 60% in size
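Two sequential reads on A549 ARE_Fluc cells exposed to compound for 18-24 h: a CellTiter-Fluor fluorescence read for viability, then a luciferase luminescence read for Nrf2/ARE activity.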
* marks the source's active call; other numbers are inactive results; i = inactive; ? = inconclusive; / = not tested or not shown; & = joins results of further samples; [ ] = dose if it differs, or a comment. Unless noted, the call rests on the fitted dose curve; in most records, active means well fitted curve in the direction sought with a large enough effect; inconclusive means small, poorly fitted or top-dose-only effect, or another doubt; inactive means no such curve, though single readings can be large; an effect the other way counts as inactive or inconclusive. Outcome played no part in choosing rows; any-hit rate near 4.4%.

mol	S2 tox	A549 viability	Mm-Cpn inhibitor	Nrf2 ARE act	pAkt inh	HepG2 tox	CCT chaperon mod	TGFb SMAD3 inh	Nrf2 inh
COc1cc(C(C(=O)NCC2CCCO2)N(C(=O)Cn2nnc3ccccc32)c2ccc(C(C)=O)cc2)ccc1O (configuration not stated)	i	-2%	1%	-0.8%	i	-3%	-1.8	4%	?
O=C(N/N=C/c1cn(-c2ccccc2)nc1-c1ccc(F)cc1)c1ccc2c(c1)OCO2	i	4%	0%	0.6%	i	-3%	0.3	3%	/
Cn1nnnc1NCc1c(F)cccc1Cl	i	2%	0%	0.5%	i	-3%	1.1	-1%	-2%
CC1(c2nc3ccccc3[nH]2)CCC(=O)N1Cc1cccs1 (configuration not stated)	i	/	/	-1.0%	i	6%	0.9	4%	/
COc1ccc(S(=O)(=O)NCc2csc(C)n2)cc1	i	-1%	0%	-0.8%	i	-24%	-3.4	-4%	2%
COc1ccccc1-n1c(SC(C)C(=O)NCC2CCCO2)nc2cc(Cl)ccc2c1=O (configuration not stated)	?	-12%	-2%	12%	i	-29%	-0.9	-8%	3%
Cc1ccc(S(=O)(=O)CCC(=O)OCCOc2cccc(Br)c2)cc1	i	9%	2%	0.0%	i	-1%	-1.4	9%	4%
O=C(CSc1nccc(=O)[nH]1)Nc1ccc(N2CCOCC2)cc1	i	-5%	-1%	0.5%	i	-14%	-1.0	10%	11%
CCOc1ccc(OCCOc2ncnc3ccccc23)cc1	i	-3%	-3%	0.6%	i	4%	-4.6	9%	?
Cc1ccccc1Nc1c(-c2cccs2)nc2cccc(C)n12	i	7%	/	9.6%	/	-6%	/	-5%	5%
Nc1cccnc1Sc1cc(Cl)c(Cl)cc1Cl	/	-2%	-8%	-0.4%	/	-7%	1.1	18%	4%
N#Cc1ccc(NC(=S)NC(=O)C2CC2)cc1	i	/	/	2.2%	i	-6%	-4.2	-10%	/
CC1(C)C=Cc2cc(-c3coc4cc(O)cc(O)c4c3=O)cc(O)c2O1	i	5%	/	6.9%	i	-35%	1.1	-19%	2%
Cc1ccc(Sc2ccncc2S(N)(=O)=O)cc1	i	0%	1%	3.0%	i	1%	0.2	-6%	4%
CC(=O)Nc1ccc(NC(=O)CCCCCN2C(=O)c3ccccc3C2=O)cc1	?	-1%	1%	-0.7%	i	-19%	-1.5	13%	18%

2 of the compounds above, with values under each structure.
Under each structure: S2 tox	A549 viability	Mm-Cpn inhibitor	Nrf2 ARE act	pAkt inh	HepG2 tox	CCT chaperon mod	TGFb SMAD3 inh	Nrf2 inh
Nc1cccnc1Sc1cc(Cl)c(Cl)cc1Cl
→ /	-2%	-8%	-0.4%	/	-7%	1.1	18%	4%
COc1ccccc1-n1c(SC(C)C(=O)NCC2CCCO2)nc2cc(Cl)ccc2c1=O (configuration not stated)
→ ?	-12%	-2%	12%	i	-29%	-0.9	-8%	3%

The list continues.
mol	S2 tox	A549 viability	Mm-Cpn inhibitor	Nrf2 ARE act	pAkt inh	HepG2 tox	CCT chaperon mod	TGFb SMAD3 inh	Nrf2 inh
COc1cc([N+](=O)[O-])ccc1NC(=O)NN1CCN(C)CC1	i	7%	1%	0.5%	i	4%	0.1	-4%	3%
COc1ccc(-c2ccc(=O)n(CC(=O)NCc3ccco3)n2)cc1	i	-2%	0%	25%	i	-32%	1.5	3%	8%
COc1cc(NC(=O)c2cc(-c3cccs3)on2)c(OC)cc1Cl	i	0%	/	?	/	-4%	/	-10%	8%
Cc1ccc(-n2ncc(C(=O)Nc3ccc4c(c3)OCCO4)c2C2CCN(C(=O)OC(C)(C)C)CC2)cc1	/	-24%	/	-0.8%	/	-27%	/	-20%	-19%
COc1ccc2c(c1)c(=O)oc1cc(OCC(=O)N3CCCC(C)C3)ccc12 (configuration not stated)	?	-13%	-1%	5.3%	i	-2%	-1.7	-28%	/
COc1ccc(NC(=O)N(C)C[C@H]2Oc3ccc(NC(=O)Nc4ccc(C(F)(F)F)cc4)cc3C(=O)N([C@H](C)CO)C[C@@H]2C)cc1	?	1%	1%	4.6%	i	-10%	1.2	-10%	0%
Cc1nc(C(F)(F)F)ccc1C(=O)N1CCCC1(C)C(=O)NCC(C)C (configuration not stated)	i	/	/	-0.4%[9.22 µM]	i	-32%	-0.8	20%	/
N#Cc1ccccc1OCC(=O)OCC(=O)c1c[nH]c2ccccc12	i	6%	-2%	0.4%	i	-6%	1.6	-9%	5%
O=C(Nc1ccc2oc(-c3ccccc3)nc2c1)c1ccco1	i	-5%	0%	11%	i	-1%	-3.5	?	?
CC(NC(=O)/C(C#N)=C/c1ccc([N+](=O)[O-])o1)c1ccccc1 (configuration not stated)	?	2%	-5%	-2.0%	i	-79%	-3.0	?	-4%
COc1cc(NC(=O)c2ccccc2Cl)c(OC)cc1NC(=O)CN1CCOCC1	i	-5%	1%	-0.4%	/	4%	-3.8	6%	?
COc1cc(CNC2CCCC2)cc(OC)c1	i	0%	1%	0.0%	i	-6%	0.0	-1%	-5%
O=C(CN1C(=O)c2ccccc2C1=O)Oc1ccc(Cl)cc1	i	0%	-2%	-0.5%	i	-1%	-1.0	0%	-17%
CC(C)(C)OC(=O)C[C@H]1C/C=C\C[C@@H](CC(=O)N(CCO)Cc2ccccc2)C(=O)N2CCC[C@@H]2COC1=O	i	3%	-4%	-0.1%	i	0%	-2.5	5%	-9%
Cc1ccc(NC(=O)CCC(=O)N2CCSc3ccccc32)cc1	/	-3%	/	3.5%	/	-24%	/	?	20%

mol	S2 tox	A549 viability	Mm-Cpn inhibitor	Nrf2 ARE act	pAkt inh	HepG2 tox	CCT chaperon mod	TGFb SMAD3 inh	Nrf2 inh
CCCn1c(=O)c(C(=O)N/N=C/c2ccccc2F)c(O)c2ccccc21	i	-3%	-4%	-0.4%	i	4%	-1.0	7%	?
Cc1ccnc(NC(=O)CCC(=O)N(CC(=O)NCCc2ccccc2)c2ccc(F)cc2)c1	i	3%	0%	-0.3%	i	1%	1.7	4%	-18%
COc1ccc(NC2c3ccccc3C(=O)N2Cc2ccc3c(c2)OCO3)cc1 (configuration not stated)	i	4%	-4%	0.1%	i	9%	-2.0	5%	-4%
O=C(O)c1c(-c2ccccc2)oc2ccc(O)cc12	i	-3%	-10%	0.4%	i	-9%	-2.0	-1%	3%
COc1ccc2oc(C(=O)OCC(=O)NCC3CCCO3)c(C)c2c1 (configuration not stated)	i	-1%	1%	0.6%	i	-11%	-1.1	-5%	4%
CC(=O)NCCNc1nc2cc(-c3cccc(Cl)c3)sc2c(=O)n1C	?	/	/	6.5%	i	1%	2.1	-5%	/
ON=C1c2ccccc2-c2ccccc21	i	-3%	-1%	-0.1%	i	-33%	-3.0	?	7%
CC(C)(C)C(=O)NC(=S)Nc1sc2c(c1C#N)CCCCC2	i	-10%	2%	3.4%	i	-30%	-0.6	-14%	?
O=C(c1cc2sccc2n1Cc1ccccc1)N1CCc2ccccc21	i	4%	?	0.1%	/	-3%	-0.4	21%	/
COc1cccc2c(=O)c3c(cnn3C)n(C)c12	/	?	-1%	7.6%	i	-8%	1.0	?	/
CC(C)COc1ccc(C(=O)NNC(=O)c2ccc(=O)[nH]c2)cc1	i	5%	1%	-0.4%	i	1%	-3.0	-2%	13%
COc1ccc(S(=O)(=O)NCC(c2ccc(F)cc2)N2CCN(C)CC2)cc1 (configuration not stated)	i	-3%	1%	-0.3%	i	3%	1.0	3%	4%
Cc1cc(C)n2nc(SCC(=O)N(C)Cc3ccccc3)nc2n1	i	0%	-1%	1.8%	i	7%	0.8	4%	3%
COc1ccc(S(=O)(=O)N2CCC(C(=O)N(C)Cc3ccc(C)o3)CC2)cc1OC	i	5%	1%	-0.6%	i	-4%	-1.5	-6%	-17%
Cc1ccc(C2(c3noc(CN(C)CCO)n3)CCCC2)cc1	i	1%	-2%	3.5%	i	-13%	0.3	-3%	1%

mol	S2 tox	A549 viability	Mm-Cpn inhibitor	Nrf2 ARE act	pAkt inh	HepG2 tox	CCT chaperon mod	TGFb SMAD3 inh	Nrf2 inh
Cc1ccc(-c2csc3ncnc(-n4cnc5ccccc54)c23)cc1	i	-2%	-3%	-0.1%	i	-29%	-4.1	3%	13%
CCOCC(=O)Nc1ncc(S(=O)(=O)c2ccc([N+](=O)[O-])cc2)s1	i	4%	2%	13%	i	1%	0.3	-10%	?
O=c1[nH]c2ccccc2nc1N1CCOCC1	i	0%	1%	-0.1%	i	8%	-2.2	-7%	2%
O=C(Nc1ccc(N2CCOCC2)cc1)c1ccc(Cl)c(S(=O)(=O)N2CCCC2)c1	i	0%	0%	0.9%	i	-61%	-1.7	?	9.2µM*
COc1ccc(C(CNC(=O)C(C)(C)Oc2ccc(Cl)cc2)N2CCOCC2)cc1 (configuration not stated)	?	0%	/	0.0%	i	-3%	-1.5	-16%	0%
Cc1cccc(-n2nc3c(c2NC(=O)C(C)C)CSC3)c1	i	1%	1%	-0.4%	i	-21%	-1.3	-5%	-5%
COCCNC(=O)Cn1nc(-c2ccccc2C)ccc1=O	i	0%	-2%	-0.3%	i	1%	-3.1	3%	-2%
COc1ccc(CNC(=O)c2ccc(CS(=O)(=O)c3ccc(OC)cc3)o2)cc1	i	-1%	/	2.2%&3.5%	i	-42%&-3%	0.7	1%&-14%	/
CCOC(=O)C1=C(CCc2ccccc2)NC(=O)NC1c1cccc([N+](=O)[O-])c1 (configuration not stated)	i	-3%	-1%	-0.2%	i	-19%	0.4	-1%	-30%
O=C(O)CCNC(=O)/C(=C\C=C\c1ccccc1)NC(=O)c1ccccc1	i	1%	-2%	0.4%	i	-8%	-2.0	3%	-4%
